# S100A4 inh HTS: blocks human S100A4 binding to myosin IIA peptide. P26447. S100A4/TAMRA-MyoIIA peptide fluorescence polarization. inhibition, % at 10.7 µM. 0.14% of 360,000 active. AID 652163;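 active = mean inhibition of at least 70% across replicates, with every replicate also reaching that level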
# Target sequence (P26447 whole entry, looked up): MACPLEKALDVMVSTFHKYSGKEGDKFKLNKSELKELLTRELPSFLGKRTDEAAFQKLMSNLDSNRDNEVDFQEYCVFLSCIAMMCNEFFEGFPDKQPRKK
#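 Material: S100A4 monomer (human). Medium: Calcium-containing HEPES buffer, pH 7.2. Probe or stimulus: labelled myosin peptide probe, 5 nM. Compound dosing: one concentration per compound. Timing: polarization read 5 min after assay mix addition, stable 5–60 min. Benchmarks: DMSO as neutral control, TFP as positive control.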
# PglD DTNB: inhibitors of Campylobacter jejuni PglD acetyltransferase; inhibition, % at 12.5 µM; purified PglD enzyme, DTNB colorimetric CoA detection; 0.098% of 360,000 active; in the data active = inhibition above about 16%, passing the limit was not always enough; note: strong numbers were not always called active
# ERAP1 HTS inh: blocks human ERAP1 aminopeptidase activity. Q9NZ08. recombinant ERAP1, Leu-AMC fluorescence, 60 min. inhibition, % at 10.7 µM. 0.15% of 340,000 active;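 active = mean replicate inhibition of at least 30%, or all replicates individually reaching that 30% level; inactive = mean below 30% and not every replicate reaching it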;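 note: 0% = neutral control wells and 100% = L-leucinethiol positive control wells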
# Target sequence (Q9NZ08 whole entry, looked up): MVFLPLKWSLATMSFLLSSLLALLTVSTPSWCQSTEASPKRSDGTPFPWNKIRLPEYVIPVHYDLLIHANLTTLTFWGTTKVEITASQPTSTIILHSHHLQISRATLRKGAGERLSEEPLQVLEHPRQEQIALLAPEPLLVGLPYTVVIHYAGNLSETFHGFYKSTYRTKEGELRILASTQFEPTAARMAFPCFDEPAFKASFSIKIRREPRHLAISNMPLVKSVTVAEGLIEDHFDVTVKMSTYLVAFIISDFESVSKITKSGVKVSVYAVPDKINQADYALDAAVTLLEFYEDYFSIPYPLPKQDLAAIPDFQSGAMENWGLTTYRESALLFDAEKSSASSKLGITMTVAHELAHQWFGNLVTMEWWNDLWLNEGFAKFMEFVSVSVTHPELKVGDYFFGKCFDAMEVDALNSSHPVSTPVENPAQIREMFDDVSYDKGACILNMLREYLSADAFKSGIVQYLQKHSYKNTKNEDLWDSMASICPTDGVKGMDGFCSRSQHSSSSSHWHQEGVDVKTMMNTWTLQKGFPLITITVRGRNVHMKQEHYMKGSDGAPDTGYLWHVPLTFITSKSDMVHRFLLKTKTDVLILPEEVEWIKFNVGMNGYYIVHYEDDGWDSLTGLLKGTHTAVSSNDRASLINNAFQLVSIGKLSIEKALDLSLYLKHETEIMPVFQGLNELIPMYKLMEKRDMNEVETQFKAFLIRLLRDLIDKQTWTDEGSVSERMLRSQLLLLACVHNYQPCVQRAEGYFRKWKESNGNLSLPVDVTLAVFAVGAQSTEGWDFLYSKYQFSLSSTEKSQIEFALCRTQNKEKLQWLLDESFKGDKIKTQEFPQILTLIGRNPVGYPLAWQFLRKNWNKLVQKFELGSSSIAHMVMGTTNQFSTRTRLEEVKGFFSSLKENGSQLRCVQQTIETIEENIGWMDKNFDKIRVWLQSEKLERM
# EWS-Fli inh: EWS/Fli transcriptional activity inhibition; A673 NR0B1-luciferase reporter, viability-normalised; inhibition, % at 12.6 µM; 0.67% of 350,000 active; AID 651661;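 active = mean inhibition of at least 50% after viability correction, with every replicate also passing that limit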;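 note: firefly luciferase signal divided by Alamar Blue viability fluorescence both relative to DMSO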
# FN deposition inh: fibronectin deposition inhibition; inhibition, % at 12.6 µM; 0.086% of 350,000 active; AH1F fibroblasts, Alexa488-fibronectin deposition fluorescence, overnight; AID 743247;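 active = mean inhibition across replicates of 30% or more, regardless of how many single replicates reach that level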;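 note: positive control wells lacked labelled fibronectin entirely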
#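 test system = AH1F fibroblasts assembling fluorescent fibronectin matrix | quantity = 10000 AH1F cells per well | buffer or medium = DMEM plus 2% serum, read in PBS | doses = single dose, pinned | incubation = 1 h cell attachment, overnight exposure to compound and label | detection = fluorescence at 485 nm excitation, 525 nm emission | read-out basis = inhibition from reduced deposited-fibronectin fluorescence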
# PAX8 reporter: lowers PAX8-driven luciferase in RMG-I cells | RMG-I TPO-luciferase reporter, SteadyGlo, 24 h | inhibition, % at 12.6 µM | 1.2% of 360,000 active | AID 652154;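 active = mean replicate inhibition at least 60% with every replicate also reaching 60%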;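 note: luciferase light reporting Pax8 driven TPO promoter activity; plate controls were median of neutral control wells for no effect and mitoxantrone controls for full effect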
# PGC1a acetyl inh: lowers PGC1a acetylation signal in U2OS cells; inhibition, % at 15.6 µM; 0.17% of 350,000 active; AlphaScreen anti-acetyl-lysine; with virally co-expressed GCN5 acetyltransferase;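 active = every replicate shows inhibition of at least 40%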;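 note: 0% = neutral control wells and 100% = positive control wells; some results beyond the cut were filed as inactive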
# LGR2 inh: Drosophila LGR2 receptor signaling inhibition; HEK293 LGR2, CRE-luciferase, bursicon-stimulated, 4 h; inhibition, % at 9.99 µM; 0.35% of 380,000 active; AID 720647;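 active = drop in luminescence signal, shown as inhibition above about 50% in the replicate tests, limit read from the data, passing the limit was not always enough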;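 note: agonist challenge used bursicon conditioned medium at about half maximal strength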
# * marks the source's active call; other numbers are inactive results; nt = no result given; & = joins results of further samples.
SMILES,S100A4 inh HTS,PglD DTNB,ERAP1 HTS inh,EWS-Fli inh,FN deposition inh,PAX8 reporter,PGC1a acetyl inh,LGR2 inh
Cc1noc(C)c1S(=O)(=O)N(C)C[C@H]1Oc2ccc(NC(=O)NC3CCCCC3)cc2CC(=O)N([C@H](C)CO)C[C@H]1C,-61,0,0,6,0,-10,3,-8
CC(=O)c1cccc(NC(=O)CCS(=O)(=O)c2ccc(Br)s2)c1,-9,3,1,0,3,-11,7,-19
CN(Cc1ccc(Cl)cc1)C(C(=O)NC1CCCCC1)c1cc2ccccc2o1 (stereo unspecified),-4,3,-2,13,-6,6,-39,6
CCOC(=O)c1c(C)nc(C)c(C(=O)OCC)c1-c1cccnc1,0,-3,1,2,-10,3,nt,-14
CCOc1ccccc1N1CCN(CC(=O)Nc2nccs2)CC1,5,3,-2,-5,-3,-37,-17,7
Cc1nnc(NC(=O)c2cccc(S(=O)(=O)N3CCCC3)c2)s1,0,-2,2,-7,-5,-1,nt,1
CCNC(=O)/C=C1\NC(C)(C)Cc2c1ccc1ccccc21,-4,0,1,-5,nt,nt,1,-4
COc1ccc(S(=O)(=O)N[C@H]2CC[C@H](CC(=O)O)O[C@@H]2CO)cc1,-9,1,0,-2,6,3,8,8
O=C(CNC(=O)c1ccc(Br)o1)NCc1ccccc1,-1,-4,-4,nt,4,-8,1,3
CNC(=O)C[C@@H]1CC[C@@H]2[C@@H](COc3ccc(NC(=O)C4CC4)cc3C(=O)N2C)O1,nt,0,nt,2,-15,-9,5,8
O=C(NNC(=O)c1ccccc1F)c1ccc(S(=O)(=O)N2CCCCC2)cc1,3,5,1,3,-8,nt,-9,6
O=C(NC1CCCN(C2Cc3ccccc3C2)C1)c1ccc(F)cc1Cl (stereo unspecified),-2,-2,0,17,-7,10,18,0
CC1CCCN(CC(=O)Nc2cccc([N+](=O)[O-])c2)C1 (stereo unspecified),-2,-5,-5,-3,4,-12,2,-9
O=C(CCCn1nnc(-c2cccnc2)n1)c1ccc(F)cc1,0,3,0,5,nt,nt,5,-3
O=C(C[C@H]1C=C[C@H](NC(=O)C2CC2)[C@@H](CO)O1)Nc1ccccc1,14,0,-1,0,nt,-3,7,14
COC(=O)/C(C(C)=O)=C(\C=C\N(C)C)N(C)C,4,-2,5,7,nt,nt,-4,-8
O=C(CN1CCOCC1)Nc1ccc(Cl)c(Cl)c1,5,-4,-1,nt,nt,nt,nt,17
O=C(NCCCc1ccccc1)Nc1cccc(Cl)c1,-3,6,-1,10,-1,-6,nt,-21
COC(=O)C1=C(C)N(C)C(=NCc2ccc(C(F)(F)F)cc2)NC1c1cccc(Cl)c1 (stereo unspecified),-19,nt,6,13,-8,6,nt,2
NC(=O)c1cc(S(=O)(=O)N2CCCC2)ccc1OCCOc1ccccc1,-2,6,1,3,0,0,12,19
O=C(NCc1ccc(F)cc1)C1CC(=O)N(C2CCCCCCC2)C1 (stereo unspecified),-2,2,-5,nt,-1,3,0,-7
O=C(Nc1ccc2c(c1)OCCO2)c1ccc(Cl)cc1,33,7,-1,-11,-1,-31,-5,18
CCn1c(SCC(=O)N2CCCC2)nc2ccccc21,-3,nt,-3,2,-3,-24,nt,nt
O=C(CN1CCN(C(=O)CNC(=O)c2ccc(N3CCCC3=O)cc2)CC1)Nc1cccc(F)c1,2,2,2,6,nt,-2,11,0
CC1=C(/C=C/C(C)=C/C=C/C(C)=C/CO)C(C)(C)CCC1,-17,-2,1,-4,nt,nt,-4,nt
O=C(NCc1ccccc1)c1ccc(CS(=O)(=O)Cc2ccccc2F)o1,-7,2,2,6,0,12,5,6
CCN(C(=O)COc1ccc(C(=O)c2ccccc2)cc1)c1ccccc1,1,4,2,0,-2,-1,-12,16
CC(C)Nc1nc(N)c(C(=O)C23CC4CC(CC(C4)C2)C3)s1,-1,-8,2,-3,-10,-27,4,3
Cc1ccc(NC(=O)CCC(=O)OC(C)C(=O)c2ccccc2)cc1 (stereo unspecified),-8,-2,-3,0,-16,2,nt,4
O=S(=O)(Nc1ccc(-n2cccc2)cc1)c1ccc(Cl)c(Cl)c1,-7,nt,-2,2,0,6,3,9
Cc1noc(C)c1NC(=O)Nc1ccc2c(c1)C(=O)N([C@H](C)CO)C[C@@H](C)[C@@H](CN(C)C(=O)Nc1ccc(F)cc1)O2,-6,-1,0,2,-9,11,9,11
O=C(Nc1ccc2c(c1)[C@H]1C[C@@H](CC(=O)N3CCc4ccccc4C3)O[C@H](CO)[C@H]1O2)C1CCC1,-1,-1,0,-1,2,15,4,0
Cc1cccc(NC(=S)NCCc2ccccc2)n1,1,nt,3,4,9,7,nt,8
CCNC(=O)[C@@H]1[C@@H](CO)[C@@H]2Cn3c(ccc(-c4ccncc4)c3=O)[C@@H]2N1Cc1ccccc1,-2,5,0,2,nt,11,nt,-9
O=C(C1CCC1)N1CC[C@@H]2[C@@H](CO)Nc3ccc(C#Cc4ccc(F)cc4)cc3[C@@H]21,43,nt,-10,1,3,20,9,13
CC(C)(C)S(=O)N1Cc2cc(=O)n(Cc3ccccc3)c(CCO)c2[C@@H]1CCO (stereo partly specified),-5,-1,nt,-8,nt,-2,-1,-8
Cc1cc2oc(=O)cc(CN(C)Cc3ccc(OC(F)F)cc3)c2cc1Cl,0,1,0,nt,-6,9,-7,14
COC(=O)c1ccc(N2CC3CNC(=O)C2(C(=O)OC)N3C)cc1 (stereo unspecified),-3&-11,-2&-2,-3,-12&-7,-4&-19,13&-8,-3&-1,5&0
NC(=O)Cc1ccc(C(=O)c2ccccc2F)s1,-4,4,-4,-6,0,-30,-14,10
NC(c1csc(NC(=O)Nc2cccc(Cl)c2)n1)c1ccccc1Cl (stereo unspecified),-2,-5,1,0,7,-17,-12,42
c1csc(C(c2nnnn2C2CCCCC2)N2CCCC3(CCCCC3)C2)c1 (stereo unspecified),nt,-2,nt,nt,8,38,3,nt
O=C(CN1C(=O)c2cccnc2Oc2ccc(Cl)cc21)NC1CCCC1,1,-3,0,1,-9,-1,5,11
CC1CCC(N2CCNCC2)CC1 (stereo unspecified),-11,nt,1,14,0,5,nt,18
Cc1ccccc1NC(=O)N(C)[C@H]1C[C@H]2c3[nH]c4c(-c5ccc6c(c5)OCO6)cccc4c3CCN2C(=O)[C@H]1[C@H](C)O,-2,nt,6,-12,-1,13,nt,1
CCN1CCN(c2ccc(S(=O)(=O)N3CCOCC3)cc2NC(=O)C(C)Oc2cccc(Cl)c2)CC1 (stereo unspecified),0,4,3,16,-2,nt,nt,-22
COc1ccccc1OCC(=O)Nc1c2c(nn1-c1ccc(C)cc1)CS(=O)(=O)C2,-3,nt,4,3,3,nt,nt,10
N#Cc1ccc(NN=Nc2ccccc2C#N)cc1,-9,1,-1,0,2,-33,nt,6
Cc1cccc(N=C2NC(=O)c3cc([N+](=O)[O-])ccc32)c1,7,nt,1,3,nt,1,-4,1
N#C[C@@H]1[C@H](c2ccccc2-c2cccc(F)c2)[C@@H](CO)N1S(=O)(=O)c1cccc(F)c1,1,nt,-2,-3,-1,nt,-12,10
CC(C)NC(=O)CCNC(=O)c1ccc(F)cc1,6,-3,1,-1,nt,nt,-2,-8
CN1C(=O)c2cc(NC(=O)NC3CCCC3)ccc2OC[C@@H]2O[C@H](CC(=O)NC3CCC3)CC[C@@H]21,nt,nt,nt,1,0,-15,-5,-14
C[C@H](CO)N1C[C@H](C)[C@H](CN(C)S(=O)(=O)c2cn(C)cn2)OCCCC[C@H](C)Oc2ccc(NS(=O)(=O)c3ccc(Cl)cc3)cc2C1=O,-2,-1,-4,2,7,9,1,-4
CC(=O)N1CCCCN2[C@H](CO)[C@H](c3ccc(-c4cccc(C(=O)N(C)C)c4)cc3)[C@H]2C1,4,0,2,1,nt,-15,11,5
Cc1ccc(NS(=O)(=O)c2ccc3[nH]c(=O)oc3c2)cc1Cl,0,-2,3,20,-8,7,-2,5
CCOC(=O)c1[nH]c(C)c(C(=O)NCCN2CCOCC2)c1C,-4,-1,0,0,-2,0,nt,1
COC(=O)c1ccc(C(=O)OC)c(NC(=O)c2cnc3n(c2=O)CCS3)c1,-2,nt,-2,-3,nt,nt,5,nt
O=C(NCc1ccccc1Cl)c1cc(=O)[nH]c2ccccc12,-5,7,48*,7,-7,-3,nt,4
Cc1ccccc1NC(=O)OCc1cccnc1Oc1ccc(Cl)cc1,-4,-9,1,9,0,7,-12,-2
CCOc1ccccc1NC(=O)C1CCC(CNc2c(N3CCOCC3)c(=O)c2=O)CC1 (stereo unspecified),-4,0,4,5,0,5,0,2
C[C@@H]1CN([C@@H](C)CO)C(=O)Cc2cc(NC(=O)Nc3ccc(C(F)(F)F)cc3)ccc2O[C@@H]1CN(C)S(C)(=O)=O,9,1,1,nt,nt,20,-3,-18
# Remaining list, next part:
SMILES,S100A4 inh HTS,PglD DTNB,ERAP1 HTS inh,EWS-Fli inh,FN deposition inh,PAX8 reporter,PGC1a acetyl inh,LGR2 inh
O=C(Cc1ccccn1)NCC[C@@H]1CC[C@H](NC(=O)Nc2ccc(Cl)cc2)[C@H](CO)O1,-23,12,5,nt,nt,nt,-2,5
COc1ccc2c3c([nH]c2c1)[C@H](CO)N(C(=O)c1cccnc1)CC31CN(Cc2cccnc2)C1,-3,nt,1,-23,nt,nt,nt,1
C[C@H](CO)N1C[C@H](C)[C@@H](CN(C)Cc2ccc3c(c2)OCO3)Oc2c(NS(=O)(=O)c3ccccc3)cccc2C1=O,2,-2,0,5,nt,2,4,nt
Cc1ccc(-c2nc3ccccc3s2)cc1S(=O)(=O)N1CCCC1,3,nt,0,-39,nt,nt,-14,-40
COc1ccc(C2Nc3ccccc3C(=O)N2NC(C)=O)cc1OC (stereo unspecified),14,nt,1,-9,3,-10,16,-5
COCC#Cc1ccc2c(c1)O[C@@H](CN(C)C(=O)Nc1ccccc1F)[C@H](C)CN([C@H](C)CO)S2(=O)=O,3,-7,5,-7,nt,nt,-8,18
CCN(C(=S)Nc1cccc2ccccc12)c1ccccc1,-6,-1,-1,-10,5,-9,nt,21
CC(C)(C)NC(=O)C1c2ccccc2Oc2ccccc21,3,-2,0,5,1,8,6,9
COCCSc1nnc(NC(=O)c2ccco2)s1,0,-22,18,-33,-1,-24,26,4
CCOC(=O)C1(C)CCN1C(=O)c1ccc(N(C)C)cc1 (stereo unspecified),-4,-1,0,2,3,-23,6,-10
COc1cc(-c2noc(CCCC(=O)NCc3ccco3)n2)cc(OC)c1OC,nt,-7,nt,nt,7,2,-15,nt
O=C1CNC(=S)N1c1nc(-c2ccccc2)cs1,-4,nt,0,-69,3,-169,nt,-70
COc1cccc(C(=O)Nc2nc(-c3ccc4c(c3)OCO4)cs2)c1,-3,nt,-6,-5,-2,-24,9,-20
CC(C)c1ccc(NC(=O)CCCN2C(=O)NC(C)(C)C2=O)cc1,-5,0,0,-1,1,13,-3,0
NNC(=O)c1nnsc1-c1csnn1,5,nt,-4,10,0,10,nt,-5

# Whole records as entered above. Order of values: S100A4 inh HTS, PglD DTNB, ERAP1 HTS inh, EWS-Fli inh, FN deposition inh, PAX8 reporter, PGC1a acetyl inh, LGR2 inh
# Entry for COc1ccc(C2Nc3ccccc3C(=O)N2NC(C)=O)cc1OC (stereo unspecified) : 14, nt, 1, -9, 3, -10, 16, -5
# Entry for COc1cc(-c2noc(CCCC(=O)NCc3ccco3)n2)cc(OC)c1OC : nt, -7, nt, nt, 7, 2, -15, nt
# Entry for CCOC(=O)C1(C)CCN1C(=O)c1ccc(N(C)C)cc1 (stereo unspecified) : -4, -1, 0, 2, 3, -23, 6, -10
# Entry for O=C(Cc1ccccn1)NCC[C@@H]1CC[C@H](NC(=O)Nc2ccc(Cl)cc2)[C@H](CO)O1 : -23, 12, 5, nt, nt, nt, -2, 5
# Entry for COCC#Cc1ccc2c(c1)O[C@@H](CN(C)C(=O)Nc1ccccc1F)[C@H](C)CN([C@H](C)CO)S2(=O)=O : 3, -7, 5, -7, nt, nt, -8, 18

# Compound activity: PubChem, Broad Institute
